A350 fluor: compounds fluorescent in Alexa 350 spectral region. Compound autofluorescence, 340/450 nm, Alexa 350 dye-equivalents; active compounds read high. max dye-equivalent concentration, M. actives 11% (n = 59,000). AID 590; in the data active = max dye-equivalent concentration above about 10 nM; inconclusive = mostly about 1.1 nM to 9.6 nM
ERK AVP inh: vasopressin-driven ERK pathway inhibition. HEK293-V1b, vasopressin-stimulated pERK AlphaScreen. actives 0.99% (n = 72,000). AID 995. Potency, µM (doses to about 57.5 µM), for the others: top-dose activity, negative = inhibition, actives largely listed as inhibitors; note: potency is the fitted concentration of half-maximal effect; % is set by controls: 0 for no effect and ±100 for the full control effect; nearly all actives have a fitted effect of over 55% in size
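Overnight-seeded V1b-HEK293 cells in 1% FBS got compound, then vasopressin (25 nM final, 5 min, 37C), then lysis buffer. AlphaScreen detection of phospho-ERK; activity normalized to basal and full-stimulation controls.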
4MU fluor: compounds fluorescent in 4-MU spectral region | max dye-equivalent concentration, M | AID 589 | compound autofluorescence, 340/450 nm, 4-MU equivalents; active compounds read high | actives 11% (n = 59,000); in the data active = max dye-equivalent concentration above about 10 nM; inconclusive = mostly about 1.1 nM to 9.6 nM
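Compounds in 100 mM Tris, pH 8.0, incubated 15 min at room temperature, then fluorescence read at 340 nm excitation/450 nm emission. Signal converted to 4-MU dye-equivalent concentration using an on-plate six-point 4-MU standard curve.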
Fluorescein fluor: fluorescein region autofluorescence. max fluorescein-equivalent concentration, M. Compound autofluorescence, 480/540 nm, fluorescein-equivalent; active compounds read high. AID 593. actives 0.91% (n = 59,000); in the data active = max fluorescein-equivalent concentration above about 10 nM; inconclusive = between about 1.1 nM and that limit
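Read-out is intrinsic compound fluorescence at 480/540 nm (excitation/emission), expressed as dye-equivalent concentration using a fluorescein standard series run on every plate. Compounds sat 15 min at room temperature in 100 mM Tris, pH 8.0.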
Luciferase inh: blocks Photinus pyralis firefly luciferase activity; Potency, µM (top dose mostly 57.1 µM), for inactives: top-dose activity change, negative = inhibition, most hits filed as inhibitors; AID 411; actives 2.2% (n = 72,000); purified firefly luciferase, luminescence, 8 min; P08659; note: potency is the fitted concentration of half-maximal effect; % is set by controls: 0 for no effect and ±100 for the full control effect; nearly all actives have a fitted effect of over 40% in size
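Luminescence read-out after 8 min at room temperature; enzyme reaction used luciferin plus 10 uM ATP (linear range) in imidazole buffer pH 7.2 with KCl, MgCl2, Tween 20 and BSA. Each sample was run as a titration.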
Casp7 inh: caspase-7 (human) inhibition, allosteric or competitive; Potency, µM (highest dose often 57.5 µM), for inactives: top-dose activity change, negative = inhibition, most hits filed as inhibitors; actives 0.02% (n = 75,000); recombinant caspase-7, Ac-DEVD-AFC fluorescence rate; active = well fitted inhibition curve with a large enough effect in the main read-out, with a control signal flat, not every such curve was filed as active; inconclusive = small, poorly fitted or top-dose-only effect, or a change in a side signal; note: potency is the fitted concentration of half-maximal effect; % of control where 0% means no effect
Target sequence (P55210 24-198 limits assumed): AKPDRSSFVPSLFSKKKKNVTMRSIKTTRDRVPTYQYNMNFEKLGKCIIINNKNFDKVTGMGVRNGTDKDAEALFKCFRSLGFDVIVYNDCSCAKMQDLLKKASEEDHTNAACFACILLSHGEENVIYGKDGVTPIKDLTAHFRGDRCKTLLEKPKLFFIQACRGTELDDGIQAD
Target sequence (P55210 207-303 limits assumed): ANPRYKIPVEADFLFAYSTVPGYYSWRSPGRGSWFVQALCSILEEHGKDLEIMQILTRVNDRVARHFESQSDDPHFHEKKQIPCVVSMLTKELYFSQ
HEK293 cAMP cs: counter-screen for TSHR agonists: cAMP increase in parental HEK293 | parental HEK293 CNG cAMP sensor, membrane potential fluorescence | actives 2.5% (n = 73,000) | Potency, µM (top dose mostly 57.1 µM), without a hit: at the top dose activation, actives largely listed as activators; note: potency is the fitted concentration of half-maximal effect; % of control where 0% means no effect; nearly all actives have a fitted effect of over 55% in size
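Parental HEK 293 cells stably expressing a cAMP-gated CNG channel were loaded with membrane potential dye containing 100 uM RO 20-1724 for 60 min. Compound added for 30 min; depolarization read as fluorescence intensity at 590 nm.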
Rhodamine autofl: rhodamine region autofluorescence. Rhodamine-region fluorescence, 547/598 nm, Tris buffer; active compounds read high. AID 594. max dye-equivalent concentration, M. actives 0.05% (n = 59,000); in the data active = max dye-equivalent concentration above about 11 nM; inconclusive = between about 1.1 nM and that limit
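Intrinsic compound fluorescence, ex 547 / em 598 nm, CCD imager. Tris 100 mM pH 8.0; 15 min RT. Output = rhodamine dye-equivalent concentration at each compound concentration.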
Caspase-1 inhib: caspase-1 (human) inhibition, allosteric or competitive. Potency, µM (top dose mostly 57.5 µM), inactives show top-dose activity change, negative = inhibition, actives largely listed as inhibitors. actives 0.03% (n = 75,000). Caspase-1 enzyme, Ac-WEHD-AFC fluorogenic rate;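 note: potency is the fitted concentration of half-maximal effect; plate controls were vehicle for no effect and no substrate for full effect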
TexasRed autofl: Texas Red region autofluorescence; Compound fluorescence, Texas Red channel, 547/618 nm; active compounds read high; max dye-equivalent concentration, M; actives 0.06% (n = 59,000); AID 587; in the data active = max dye-equivalent concentration above about 10 nM; inconclusive = between about 1.1 nM and that limit
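Compound fluorescence was read after 15 min at room temperature in 100 mM Tris, pH 8.0, using 547 nm excitation and 618 nm emission across a concentration series. It was expressed as Texas Red dye-equivalent concentration from an on-plate standard curve.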
Tau filament bind: binders of human tau filaments | P10636 | recombinant tau filaments, thioflavin S fluorescence, 15 h; filaments grown with octadecylsulfate alongside compound | Potency, µM (highest dose often 57.1 µM), inactives show at the highest dose activity change, negative = inhibition | actives 2% (n = 71,000) | AID 596;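 note: potency is the fitted concentration of half-maximal effect; % is set by controls: 0 for no effect and ±100 for the full control effect; actives lower thioflavin S fluorescence by blocking filaments or displacing dye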
Target sequence (P10636 whole entry, looked up): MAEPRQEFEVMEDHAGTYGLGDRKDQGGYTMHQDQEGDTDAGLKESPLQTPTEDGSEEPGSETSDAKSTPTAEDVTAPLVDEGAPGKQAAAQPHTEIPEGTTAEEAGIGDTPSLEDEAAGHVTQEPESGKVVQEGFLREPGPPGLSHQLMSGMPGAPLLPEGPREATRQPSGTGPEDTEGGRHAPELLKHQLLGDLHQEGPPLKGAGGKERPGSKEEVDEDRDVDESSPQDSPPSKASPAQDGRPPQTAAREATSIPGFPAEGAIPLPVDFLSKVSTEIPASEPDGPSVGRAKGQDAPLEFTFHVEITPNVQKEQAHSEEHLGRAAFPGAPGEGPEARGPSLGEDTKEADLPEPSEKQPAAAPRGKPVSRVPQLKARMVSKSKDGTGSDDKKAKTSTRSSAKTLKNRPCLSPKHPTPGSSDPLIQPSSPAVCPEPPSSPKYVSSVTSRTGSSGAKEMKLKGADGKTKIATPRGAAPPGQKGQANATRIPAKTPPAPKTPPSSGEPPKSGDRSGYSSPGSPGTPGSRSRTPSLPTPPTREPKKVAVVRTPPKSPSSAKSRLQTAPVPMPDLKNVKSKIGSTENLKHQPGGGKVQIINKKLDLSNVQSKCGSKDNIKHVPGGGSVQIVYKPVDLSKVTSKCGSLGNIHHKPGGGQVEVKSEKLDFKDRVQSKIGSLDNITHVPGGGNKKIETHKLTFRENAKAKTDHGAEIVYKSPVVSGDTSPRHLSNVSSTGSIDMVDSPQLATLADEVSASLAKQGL
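Recombinant tau protein (human, 1 uM final) plus 30 uM ODS in HEPES pH 7.4 with NaCl, DTT and thioflavine S. Compound present from the start; fluorescence at 510 nm after 15 h, 37 C.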
Active calls of the source: *; i = inactive; ? = inconclusive; . = not tested or not shown; [ ] = remark or other dose. Unless noted, calls come from the whole dose curve; as a rule, active = well fitted curve in the direction sought with a large enough effect; inconclusive = small, poorly fitted or top-dose-only effect, or another doubt; inactive = no such curve, though single readings can be large; an effect the other way counts as inactive or inconclusive.

Compound | A350 fluor | ERK AVP inh | 4MU fluor | Fluorescein fluor | Luciferase inh | Casp7 inh | HEK293 cAMP cs | Rhodamine autofl | Caspase-1 inhib | TexasRed autofl | Tau filament bind
O=C1N/C(=C\c2ccccc2)c2ccccc21 | ? | ? | ? | ? | -5% | -3% | 18% | i | -1% | i | -2%
COc1ccc(C(=O)N2CCC(C(=O)NCc3ccccn3)CC2)cc1 | i | 25% | i | ? | 1% | 0% | 4% | i | 1% | i | 0%
Cc1occc1C(=O)Nc1ccc(S(=O)(=O)N2CCCC2)cc1 | i | ? | i | i | 1% | -2% | -1% | i | 1% | i | -3%
CC(CN1c2ccccc2Sc2ccccc21)N(C)C (stereo not given) | i | 27% | i | i | -1%[25.5 µM] | 2% | . | i | -1% | i | .
Cc1cc(Nc2cc(F)ccc2C)n2ncnc2n1 | . | -28% | . | . | 2% | 0% | -2% | . | -1% | . | 2%
CCOC(=O)C1(CC)CC(CSc2nc3ccccc3[nH]2)OC1=O (stereo not given) | i | -12% | i | i | -2% | 4% | 14% | i | 0% | i | 6%
CCn1c(Cc2c(C)[nH]c3ccccc23)n[nH]c1=S | i | -6% | i | ? | 0% | 1% | -3% | i | -2% | i | 1%
COc1cc(NC(=O)COc2ccc(F)cc2)nc(OC)n1 | . | -6% | . | . | 0% | -3% | 12%[11.4 µM] | . | -2% | . | 13%[11.4 µM]
Nc1n[nH]c(-c2ccc(Br)cc2)c1Cl | i | ? | i | i | 3% | -1% | -30% | i | -5% | i | -2%
NC(=O)c1nsc(C(=O)N(CC(=O)NCc2ccc3c(c2)OCO3)C2CCCC2)c1N | 8e-08M* | -19% | 9.5e-08M* | i | 0% | -2% | 13% | i | -4% | i | -4%
COc1ccc2cc(CN(CC3COCCO3)S(=O)(=O)c3ccc(Cl)cc3)c(=O)[nH]c2c1 (stereo not given) | ? | -1% | i | ? | 5% | -2% | -10% | i | 3% | i | 4%
CC1C(=O)C(C)C(c2cccs2)NC1c1cccs1 (stereo not given) | i | 10% | i | i | 3% | 1% | 19% | i | 1% | i | -8%
c1ccc(CSc2nnc(SCc3ccccn3)s2)nc1 | i | . | i | i | -1%[25.5 µM] | . | . | i | . | i | .
CCOC(=O)CNC(=O)c1sc(NC(=O)c2ccccc2F)nc1C | i | -13% | i | i | -27% | -2% | -4% | i | 0% | i | -5%
O=C(COC(=O)CCc1ccc(S(=O)(=O)N2CCCCC2)cc1)Nc1ccc2c(c1)OCO2 | i | -26% | i | ? | -2% | -10% | 15% | i | -2% | i | -23%
CCCCCCn1c(N2CCC(C(N)=O)CC2)nc2c1c(=O)[nH]c(=O)n2C | i | -11% | i | i | 5% | -2% | 10% | i | 0% | i | 4%
CCOC(=O)CNC(=O)c1ccccc1Br | i | 0% | i | ? | -4% | -5% | 2% | i | -1% | i | -2%
Cc1cc(C(=O)N[C@@H](c2ccccc2)[C@]2(C)C[C@H]2[C@@H](C)C(=O)Nc2ccc3ccccc3c2)no1 | . | 11% | . | . | . | -3% | ? | . | -3% | . | 43%
Cc1noc(C)c1-c1nc(N2CCN(C)CC2)c2ccccc2n1 | i | ? | i | ? | 0%[2.29 µM] | -1% | ? | i | -1% | i | 48%
O=C(O)CCc1ccc(-c2ccc(Cl)cc2)n1Cc1ccco1 | 1.2e-08M* | ? | 1.1e-08M* | i | 0% | -5% | -4% | i | -2% | ? | -18%
COc1ccc(OC)c(NC(=O)Cn2cc(C(=O)c3ccco3)c3ccccc32)c1 | 1.5e-08M* | -25% | 1.8e-08M* | ? | -9% | -3% | 14% | i | -3% | i | 55%
CC(=O)NC(CCS(C)(=O)=O)C(=O)Nc1ccc2c(c1)OCCO2 (stereo not given) | i | 10% | i | ? | -1% | 0% | 3% | i | 2% | i | 7%
Cc1c(NC(=O)COc2ncnc3ccccc23)c(=O)n(-c2ccccc2)n1C | i | 8% | i | i | 3% | -2% | 9% | i | 2% | i | -8%
Cn1c(=O)c2c(nc(CN3CCOCC3)n2CC(=O)c2ccccc2)n(C)c1=O | i | -18% | i | i | 10% | -2% | 15% | i | -1% | i | 0%
COc1nc2c(s1)C(=O)NCCC2 | i | -9% | i | i | -1% | 0% | 13% | i | 0% | i | -6%
CCN1C(=O)/C(=C\N2CCN(c3cccc(Cl)c3)CC2)SC1=S | i | -19% | i | ? | 1% | -6% | 6% | i | -13% | i | 10%
O=C(Nc1nncs1)C1(c2ccccc2)CCCC1 | i | -10% | i | ? | 2% | 0% | 0% | i | 0% | i | -4%
O=C(Nc1ccccc1Oc1ccccc1)c1ccc(Br)o1 | . | 59%[activator] | . | . | 1% | -1% | 87%[11.4 µM] | . | -2% | . | 43%[11.4 µM]
[O-][N+]1=C(c2cccs2)CN(O)C1 | 6e-08M* | 5% | 4.4e-08M* | i | 3% | -1% | 25% | i | 1% | i | -2%
[O-][n+]1onc2c1CCc1c-2nc(-c2ccccc2)n1OCc1ccccc1 | i | -13% | i | ? | -1% | -1% | 13µM* | i | -3% | i | -20%
C=CCn1c(CC(=O)Nc2cccc(OC)c2)nnc1SCC(=O)NC1CCCCC1 | i | -5% | i | i | 1% | -3% | -1% | i | -1% | i | 0%
COc1ccc2cc(CN(CCO)C(=O)c3ccccc3F)c(=O)[nH]c2c1 | ? | 13% | ? | i | 3% | -2% | -9% | i | -1% | i | -1%
O=C(COc1ccc(-c2ccccc2)cc1)N1CCN(C(=O)c2cccnc2)CC1 | . | -5% | . | . | -28% | 0% | 8% | . | -1% | . | 99%
O=CN1CCN(C(=O)CN2C(=O)c3ccccc3C2=O)CC1 | i | . | i | ? | 1%[25.5 µM] | . | . | i | . | i | .
Cc1cc(-c2nnc(SCC(=O)N3C(C)CCCC3C)o2)no1 (stereo not given) | i | -13% | i | ? | 4% | 0% | 1% | i | 3% | ? | 1%
CCOC(=O)Cn1nnc(-c2ccc(S(C)(=O)=O)cc2)n1 | i | 4% | i | i | 3% | 0% | 0% | i | 1% | i | -3%
C=CCn1c(CCNC(=O)C(C)(C)C)nc2ccccc21 | i | 2% | i | i | 0% | 2% | -3% | i | 3% | i | -1%
CCc1cc(=O)oc2cc(C)c(CN3CCCC3)c(O)c12 | ? | . | ? | ? | 2%[25.5 µM] | . | . | i | . | i | .
O=C(c1ccncc1)N1CCC2(CCCN(Cc3ccccc3)C2)CC1 | i | 14% | i | ? | -1%[11.4 µM] | 2% | ? | i | 0% | i | -9%
CN(C)CCN1CC(C(=O)O)CC1=O (stereo not given) | i | 10% | i | i | 3% | 2% | 13% | i | -1% | i | 8%
CC(=O)c1ccc(N2CCCCCC2)c(F)c1 | . | 15% | . | . | -8% | 1% | 10%[11.4 µM] | . | -2% | . | 0%[11.4 µM]
Cn1cc(SCC(=O)NCC2CCCO2)c2ccccc21 (stereo not given) | . | . | . | . | 2% | 0% | ? | . | -2% | . | -3%
Clc1ccc(-n2nnnc2-c2ccccc2)cc1 | i | 14% | i | ? | 0% | 0% | 20% | i | 0% | ? | 6%
O=C(O)c1cc(-c2ccco2)nc2ccc(Br)cc12 | 1.5e-07M* | -1% | 1.4e-07M* | ? | -1% | -13% | 3% | i | -13% | ? | -12%
COc1ccc(OC)c(C(=O)c2oc3ccccc3c2NC(C)=O)c1 | i | -23% | i | i | 3% | 3% | 11% | i | 0% | i | -20%
COCCNc1nc(SCC(=O)N2CCN(c3ccccc3)CC2)nc2ccccc12 | i | -10% | i | i | -3% | -1% | 5% | i | -2% | i | -11%
Cc1noc(C)c1COC(=O)c1cccc(S(=O)(=O)N2CCCCCC2)c1 | i | ? | i | i | -2% | -1% | 20µM* | i | -3% | i | -8%
CCNc1nc(Oc2ccc(=O)[nH]n2)nc(SC)n1 | i | -20% | i | i | 0% | -1% | -3% | i | -2% | i | -6%
Cc1onc(-c2ccccc2)c1C(=O)N1CCN(S(=O)(=O)c2ccc3c(c2)OCCO3)CC1 | i | 12% | i | ? | 4% | 6% | 3% | i | -2% | i | -5%
CCCSc1nc(C)c(CC(=O)O)c(=O)[nH]1 | i | . | i | i | 0%[25.5 µM] | . | . | i | . | i | .

Of the compounds above, these have a Cl atom.
Compound | A350 fluor | ERK AVP inh | 4MU fluor | Fluorescein fluor | Luciferase inh | Casp7 inh | HEK293 cAMP cs | Rhodamine autofl | Caspase-1 inhib | TexasRed autofl | Tau filament bind
Nc1n[nH]c(-c2ccc(Br)cc2)c1Cl | i | ? | i | i | 3% | -1% | -30% | i | -5% | i | -2%
COc1ccc2cc(CN(CC3COCCO3)S(=O)(=O)c3ccc(Cl)cc3)c(=O)[nH]c2c1 (stereo not given) | ? | -1% | i | ? | 5% | -2% | -10% | i | 3% | i | 4%
O=C(O)CCc1ccc(-c2ccc(Cl)cc2)n1Cc1ccco1 | 1.2e-08M* | ? | 1.1e-08M* | i | 0% | -5% | -4% | i | -2% | ? | -18%
CCN1C(=O)/C(=C\N2CCN(c3cccc(Cl)c3)CC2)SC1=S | i | -19% | i | ? | 1% | -6% | 6% | i | -13% | i | 10%
Clc1ccc(-n2nnnc2-c2ccccc2)cc1 | i | 14% | i | ? | 0% | 0% | 20% | i | 0% | ? | 6%

An excerpt; rates above refer to the full screens.
